# XIAP displacement = XIAP antagonists, biochemical, IAP family, fluorescence polarization (AID 1018); XIAP BIR domain, fluorescence polarization peptide displacement; higher % means a stronger effect; displacement, % at 20 µM, or IC50 in µM where a hit was titrated; 200,000 compounds, 0.007% hits; in the data active means displacement above about 50%; further: a part of the inactive calls stands beside numbers as strong as those of hits
# Siah-1 displacement = blockers of Siah-1 interaction with plectin peptide – biochemical, fluorescence polarization, rhodamine-plectin, uHTS, primary screen (AID 1817). one-dose displacement, % at 20 µM; IC50 in µM for titrated hits. 290,000 compounds, 0.02% hits. Siah-1 / rhodamine-plectin peptide fluorescence polarization; higher % means a stronger effect;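 active means displacement of at least 50% at 20 µM, with a fluorescence ratio check between 0.3 and a set limit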;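 further: plate controls were Siah plus tracer with DMSO for no effect and tracer alone without Siah for full effect; strong numbers were not always called active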
# West Nile virus CPE = West Nile virus antiviral activity, cell-based, CPE readout (AID 1621); West Nile virus-infected cells, CPE inhibition; higher % means a stronger effect; 290,000 compounds, 0.02% hits; CPE inhibition, % at 10 µM, or IC50 in µM where a hit was titrated; in the data active means a potency from the dose series; further: strong numbers were not always called active
# M1AAP inhibition = P. falciparum M1AAP inhibitors, biochemical, fluorogenic H-Leu-NHMec substrate, 1536-well (AID 1445); inhibition, % at 30 µM, or IC50 in µM where a hit was titrated; 220,000 compounds, 0.42% hits; recombinant M1AAP, H-Leu-NHMec fluorogenic kinetic assay; higher % means a stronger effect;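 active means primary inhibition above the hit cutoff, then over 50% inhibition at one or more dose response concentrations, cut at about 23% in these data, passing the limit was not always enough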;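 further: plate controls were DMSO full reaction for no effect and no enzyme background for full effect; strong numbers were not always called active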
# M17LAP inhibition = P. falciparum M17LAP inhibitors, primary screen, biochemical, fluorogenic H-Leu-NHMec substrate, 1536-well (AID 1619); recombinant M17LAP, H-Leu-NHMec fluorogenic kinetic assay; higher % means a stronger effect; inhibition, % at 30 µM, or IC50 in µM where a hit was titrated; 220,000 compounds, 0.38% hits;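 active means compound inhibiting the enzyme by more than half at any dose during confirmatory dose-response retesting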;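 further: plate controls were full reaction with DMSO carrier for no effect and no enzyme background for full effect; strong numbers were not always called active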
# ER stress rescue = rescue of cells from ER stress-induced death, primary screen, 384-well, CSM14.1, thapsigargin, ATP luminescence (AID 1222). CSM14.1 thapsigargin-induced death rescue, ATP luminescence; higher % means a stronger effect. cellular ATP content (survival), % at 20 µM, or EC50 in µM where a hit was titrated. 190,000 tested, under 10 active;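 active means EC50 below 50 µM in the dose-response confirmation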;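 further: death triggered by thapsigargin at about 15 µM added after 2 h compound pretreatment; cell ATP read after overnight thapsigargin exposure of roughly 18 to 22 hours; normalized against plate controls of thapsigargin alone and 5% DMSO vehicle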
# PhoP inhibition = inhibitors of PhoP regulon expression, primary screen, Salmonella Typhimurium, GFP reporter (AID 1863) | S. Typhimurium PhoP-regulated promoter GFP reporter, 4 h; higher % means a stronger effect | one-dose inhibition, % at 50 µM; IC50 in µM for titrated hits | 300,000 compounds, 0.16% hits;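 active means inhibition over 29.93%, a cutoff 3 SD above the screen mean, later confirmed by dose response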;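 further: 0% = low Mg2+ inducing control and 100% = high Mg2+ repressing control; strong numbers were not always called active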
# Yfh1-depleted yeast = mitochondrial function rescue without frataxin homolog – Friedreich's ataxia, plus single-dose screen, dose response (AID 1465). S. cerevisiae Yfh1-off respiration, WST-1 reduction, 72 h; higher fold induction means a stronger effect. one-dose fold induction at 50 µM; EC50 in µM for titrated hits. 220,000 compounds, 0.074% hits;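 active means fold induction of absorbance versus untreated yeast above a set limit, then at least 30% activation at any dose in follow-up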;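 further: activators that raise dye reduction in frataxin-depleted yeast; strong numbers were not always called active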
# PMI inhibition = human PMI inhibitors, high substrate, primary screen, biochemical, fluorescence intensity, high mannose 6-phosphate (AID 1220); recombinant PMI enzyme, coupled fluorescence intensity; higher % means a stronger effect; one-dose inhibition, % at 20 µM; IC50 in µM for titrated hits; 190,000 compounds, 0.66% hits; in the data active means inhibition above about 50%
# Starred values were filed as active, the others as inactive; i = inactive; nt = no result given; & = joins results of further samples.
(1) Cc1nccn1CCN(C)Cc1cn(Cc2ccccc2)nc1-c1ccc2c(c1)OCO2
(2) COc1ccc(OC)c(N2C(N)=NC(N)=NC23CCCC3)c1
(3) Cc1cc(O)c(/C=N/Nc2ccc(F)cc2)c(=O)o1
(4) CC(Sc1nc2ccccc2n1C)C(=O)NC(c1ccccc1)c1ccccc1 (stereo unspecified)
(5) CCOC(=O)N1CCN(C(=O)CN(c2cccc(C(F)(F)F)c2)S(=O)(=O)c2ccccc2)CC1
(6) O=C(CN(Cc1ccccc1F)S(=O)(=O)c1ccc(Cl)cc1)NCCCO

entry no.	1	2	3	4	5	6
XIAP displacement	-3.8%	-2.4%	-6.5%	-4.6%	-7.7%	-1.7%
Siah-1 displacement	-4%	0%	4%	-2%	-2%	0%
West Nile virus CPE	-1.0%	-0.1%	-0.5%	-0.6%	-1.0%	-0.6%
M1AAP inhibition	0%	2%	7%	0%	15%	5%
M17LAP inhibition	15%	0%	3%	-3%	-9%	-1%
ER stress rescue	-0.5%	-0.1%	-0.7%	6.4%	0.4%	-0.8%
PhoP inhibition	5%	-2%	-2%	7%	5%	8%
Yfh1-depleted yeast	i	i	i	i	i	i
PMI inhibition	-9%	9%	-131%	6%	5%	1%

# Profiles, quoted from the list. Screens in order: XIAP displacement | Siah-1 displacement | West Nile virus CPE | M1AAP inhibition | M17LAP inhibition | ER stress rescue | PhoP inhibition | Yfh1-depleted yeast | PMI inhibition
# CC(Sc1nc2ccccc2n1C)C(=O)NC(c1ccccc1)c1ccccc1 (stereo unspecified) across the screens: -4.6% | -2% | -0.6% | 0% | -3% | 6.4% | 7% | i | 6%
# Cc1nccn1CCN(C)Cc1cn(Cc2ccccc2)nc1-c1ccc2c(c1)OCO2 across the screens: -3.8% | -4% | -1.0% | 0% | 15% | -0.5% | 5% | i | -9%

# Next part
(7) COc1ccc(/C=C2\S/C(=N/S(=O)(=O)c3cccs3)NC2=O)cc1
(8) Nc1nc2ccc(C(=O)Nc3ccccc3)cc2s1
(9) Cc1cc(NC(=NC2CC2)c2ccccc2)n(-c2ccccc2)n1
(10) COc1cc(C(=O)OCCN2CCOCC2)cc(OC)c1OC
(11) CCOc1ccc(CCNC(=O)C2CCN(c3nnc(-n4cccc4)s3)CC2)cc1
(12) COCCNC(=O)/C(C#N)=C/C=C/c1ccccc1

entry no.	7	8	9	10	11	12
XIAP displacement	-0.4%	-2.1%	-6.9%	-4.4%	-2.7%	-2.0%
Siah-1 displacement	1%	-7%	28%	4%	-2%	5%
West Nile virus CPE	0.1%	0.2%	1.4%	-0.3%	-0.2%	-1.1%
M1AAP inhibition	41µM*	5%	-1%	6%	14%	16%
M17LAP inhibition	31µM*	8%	-5%	-4%	14%	19%
ER stress rescue	-0.6%	-1.7%	-0.5%	-4.6%	-1.2%	0.0%
PhoP inhibition	-9%	-6%	-7%	-3%	7%	1%
Yfh1-depleted yeast	i	i	i	i	i	i
PMI inhibition	-7%	-1%	-1%	-3%	-16%	1%

(13) Cc1ccc(NC(=O)CSc2nnc(-c3ccncc3)n2C)cc1C
(14) O=[N+]([O-])c1ccccc1S(=O)(=O)n1nnc2ccccc21
(15) O=C(COc1ncnc2sccc12)N1CCN(c2ccccc2)CC1
(16) CC1=C(C(=O)N2CCc3ccccc32)C2(CCC(C)CC2)OC1=O (stereo unspecified)
(17) C#CCOCCOCCOCCNc1nc(N2CCN(C(=O)[C@H](C(C)C)n3cc(CCO)nn3)CC2)nc(N2CCN(C(=O)[C@H](CCCCN)n3cc(CCCC)nn3)CC2)n1
(18) COc1ccc(CNC(=O)N[C@H](C(=O)O)C(C)C)cc1OC

entry no.	13	14	15	16	17	18
XIAP displacement	-4.7%	-13%	nt	-3.8%	-6.2%	nt
Siah-1 displacement	-7%	-3%	1%	1%	-2%	-5%
West Nile virus CPE	0.0%	-0.2%	0.4%	-0.9%	-0.2%	0.5%
M1AAP inhibition	3%	6%	2%	0%	6%	6%
M17LAP inhibition	10%	46%	5%	8%	9%	2%
ER stress rescue	nt	-3.0%	nt	0.1%	21%	nt
PhoP inhibition	-1%	3%	-1%	22%	-4%	-8%
Yfh1-depleted yeast	i	i	i	i	i	i
PMI inhibition	10%	-18%	nt	-2%	-51%	nt

(19) N=c1sccn1CC(=O)Nc1cccc2ccccc12
(20) Cc1ccc(C)c(NC(=O)C2=CCN(S(=O)(=O)c3ccc(F)cc3)CC2)c1
(21) CCCCOc1ccc(/C=C/C(=O)NCCc2nc3ccccc3[nH]2)cc1
(22) CCN(CC)S(=O)(=O)c1ccc(-c2nnc(SCc3nnc(-c4ccc(C)cc4)o3)o2)cc1
(23) Cc1ccc(C(=O)NCC(=O)NCC(=O)OCc2ccc(F)cc2)cc1
(24) Cn1c(=O)c([N+](=O)[O-])c(Oc2ccccc2)c2ccccc21

entry no.	19	20	21	22	23	24
XIAP displacement	-3.9%	-2.4%	0.1%	2.8%	-6.1%	-0.2%
Siah-1 displacement	-1%	-4%	-6%	3%	-1%	-2%
West Nile virus CPE	0.0%	nt	0.6%	0.3%	0.6%	-1.3%
M1AAP inhibition	13%	1%	7%	4%	1%	15%
M17LAP inhibition	4%	-17%	-1%	8%	-1%	27%
ER stress rescue	-1.3%	-1.2%	1.9%	-1.2%	0.0%	-2.5%
PhoP inhibition	3%	-3%	-8%	-14%	4%	-10%
Yfh1-depleted yeast	i	nt	i	i	i	i
PMI inhibition	2%	-15%	15%	-3%	-8%	50%

(25) CN(C)S(=O)(=O)Oc1ccsc1C(=O)Nc1cccc(Cl)c1Cl
(26) COc1ccc(Nc2nnc(C)c(=O)[nH]2)cc1
(27) COc1cc(C(=O)O)ccc1OC(C)=O
(28) CCOc1ccc(N(CC(=O)NC2CCCC2)S(=O)(=O)c2c(C)noc2C)cc1
(29) CC(=O)Oc1cc2c(C(=O)NCCN3CCOCC3)c(C)oc2c2ccccc12
(30) O=C(O)/C=C/C(=O)Nc1ccc(-c2ccccc2)cc1

entry no.	25	26	27	28	29	30
XIAP displacement	-2.0%	-4.6%	-10%	-2.5%	-2.6%	-9.3%
Siah-1 displacement	4%	0%	3%	-2%	6%	3%&5%
West Nile virus CPE	-0.4%	0.0%	0.5%	-0.7%	0.4%	0.6%&0.0%
M1AAP inhibition	2%	4%	6%	-4%	4%	13%&7%
M17LAP inhibition	4%	0%	8%	-45%	3%	-3%&-1%
ER stress rescue	-1.8%	-0.8%	0.6%	-0.1%	-1.6%	-2.2%
PhoP inhibition	8%	-10%	-6%	2%	5%	-10%&-10%
Yfh1-depleted yeast	i	i	i	i	i	i
PMI inhibition	-1%	-7%	4%	7%	50%	3%

# The closing 4 entries of the section above are carried over, then new ones follow:
(27) COc1cc(C(=O)O)ccc1OC(C)=O
(28) CCOc1ccc(N(CC(=O)NC2CCCC2)S(=O)(=O)c2c(C)noc2C)cc1
(29) CC(=O)Oc1cc2c(C(=O)NCCN3CCOCC3)c(C)oc2c2ccccc12
(30) O=C(O)/C=C/C(=O)Nc1ccc(-c2ccccc2)cc1
(31) C/C(=N\NC(=O)c1csc2ccccc12)c1ccc(O)cc1
(32) CC(C)CCn1c(N2CCc3ccccc3C2)nc2c1c(=O)[nH]c(=O)n2C
(33) Nc1nnc(SCCOc2ccc(Br)cc2)s1
(34) CN(C)CCNC(=O)c1cc(Sc2ccc(F)cc2)nc2ccccc12
(35) c1ccc(-c2nn3c(C4CCCCC4)nnc3s2)cc1
(36) CCCC(C)NC(=O)c1cccc(Oc2ccccc2)c1 (stereo unspecified)

entry no.	27	28	29	30	31	32	33	34	35	36
XIAP displacement	-10%	-2.5%	-2.6%	-9.3%	-5.4%	-7.7%	-1.8%	2.7%	-2.9%	-5.8%
Siah-1 displacement	3%	-2%	6%	3%&5%	-1%	10%	3%	-10%	3%	-8%
West Nile virus CPE	0.5%	-0.7%	0.4%	0.6%&0.0%	0.0%	0.3%	-0.8%	-0.4%	0.5%	-0.6%
M1AAP inhibition	6%	-4%	4%	13%&7%	4%	4%	9%	1%	1%	0%
M17LAP inhibition	8%	-45%	3%	-3%&-1%	5%	3%	-1%	-4%	2%	-3%
ER stress rescue	0.6%	-0.1%	-1.6%	-2.2%	-1.5%	-0.7%	-2.4%	-1.4%	2.8%	-0.9%
PhoP inhibition	-6%	2%	5%	-10%&-10%	6%	7%	35%	5%	1%	-6%
Yfh1-depleted yeast	i	i	i	i	i	i	i	i	i	i
PMI inhibition	4%	7%	50%	3%	-8%	10%	1%	-9%	1%	-5%

(37) CN(C)c1ccc(-c2nnn(CC(=O)N3c4ccccc4CCc4ccccc43)n2)cc1
(38) CSc1ccccc1NC(=O)COc1ccc(S(=O)(=O)N2CCCC2)cc1
(39) Oc1ccc(N=Cc2cc(Br)c(N3CCOCC3)o2)cc1
(40) NC(=O)c1nnn(-c2ccccc2)c1N
(41) O=C(NCCCN1CCN(c2ccccc2F)CC1)C1CCN(S(=O)(=O)N2CCOCC2)CC1
(42) CN(CC(=O)Nc1ccccc1Cl)C(=O)c1cc(=O)[nH]c2ccccc12

entry no.	37	38	39	40	41	42
XIAP displacement	-0.8%	-3.2%	0.6%	-8.3%	-2.4%	nt
Siah-1 displacement	-2%	-4%	4%	2%	0%	14%
West Nile virus CPE	-1.2%	0.0%	2.0%	0.3%	0.0%	0.4%
M1AAP inhibition	7%	4%	10%	-7%	1%	-1%
M17LAP inhibition	-11%	3%	21%	5%	-4%	-5%
ER stress rescue	-1.6%	nt	-1.7%	0.9%	0.0%	nt
PhoP inhibition	-1%	5%	-2%	-2%	-3%	-8%
Yfh1-depleted yeast	i	i	i	i	i	i
PMI inhibition	9%	9%	46%	nt	-4%	nt

(43) Cn1c(=O)n(C)c2cc([N+](=O)[O-])c(N3CCN(S(=O)(=O)c4ccccc4)CC3)cc21
(44) COc1ccc(CCN(C)C(=O)C2CCN(Cc3ccccc3)CC2)cc1OC
(45) CSc1ccccc1NC(=O)Cc1ccccc1
(46) Clc1nssc1=Nc1ccc(Br)cc1
(47) CCCN(CCC(=O)Nc1ccccc1F)CC1CC1
(48) O=C(CSCc1ccccc1Cl)NNC(=O)c1ccccc1
(49) CC(=O)NC(c1ccc(Cl)cc1)c1c(O)ccc2ccc(O)cc12 (stereo unspecified)
(50) CCOC(=O)/C(C(N)=NCc1ccco1)=C(/O)c1ccccc1

entry no.	43	44	45	46	47	48	49	50
XIAP displacement	-3.5%	-3.7%	-5.5%	-0.6%	-3.2%	-7.2%	-2.0%	-5.1%
Siah-1 displacement	-1%	15%	1%	-4%	-3%	0%	2%	0%
West Nile virus CPE	-0.4%	-0.3%	0.9%	-0.6%	-0.3%	0.2%	0.0%	-0.5%
M1AAP inhibition	0%	-2%	-2%	11%	-3%	-1%	-2%	1%
M17LAP inhibition	6%	-3%	-4%	15%	4%	15%	-3%	10%
ER stress rescue	2.0%	-0.7%	0.0%	1.5%	-2.9%	-1.6%	0.8%	-2.7%
PhoP inhibition	12%	-1%	-3%	-5%	9%	12%	-5%	7%
Yfh1-depleted yeast	i	i	i	i	i	i	i	i
PMI inhibition	-2%	2%	2%	nt	-7%	-2%	70%*	4%

# This is a random part of the collection. About 1.6% of those tested had a hit in this group.
